M4 antag = blocks acetylcholine activation of human M4 receptor; actives 0.73% (n = 360,000); CHO-hM4 cells, ACh EC80, Fluo-8 calcium fluorescence; AID 624125; inhibition, % at 3 µM; P08173;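 active means inhibition above its plate's cutoff, the mean inhibition of sample wells plus 3 SD, cut at about 27% in these data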;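 further: 0% = acetylcholine EC80 with DMSO and 100% = DMSO without agonist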
Target sequence (P08173 whole entry, looked up): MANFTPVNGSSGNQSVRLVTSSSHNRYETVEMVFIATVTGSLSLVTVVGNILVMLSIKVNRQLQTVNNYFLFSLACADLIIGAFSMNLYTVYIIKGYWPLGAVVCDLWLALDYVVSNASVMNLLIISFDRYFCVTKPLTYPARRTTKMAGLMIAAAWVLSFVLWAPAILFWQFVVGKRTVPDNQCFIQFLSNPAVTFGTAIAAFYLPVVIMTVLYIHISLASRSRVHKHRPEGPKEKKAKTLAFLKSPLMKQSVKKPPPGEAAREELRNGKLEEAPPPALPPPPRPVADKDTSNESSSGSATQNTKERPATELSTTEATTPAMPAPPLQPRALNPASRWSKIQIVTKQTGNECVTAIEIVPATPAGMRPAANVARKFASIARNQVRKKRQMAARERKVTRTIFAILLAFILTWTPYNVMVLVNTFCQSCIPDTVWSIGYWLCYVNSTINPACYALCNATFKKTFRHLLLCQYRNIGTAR
CHRM4 agonist = agonists of human muscarinic M4 receptor (CHRM4); CHO-K1 hM4/Gqi5, Fluo-8 calcium fluorescence; vehicle 0%, full acetylcholine response 100%; activation, % at 3 µM; actives 0.14% (n = 360,000); AID 624127;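 active means activation above the run mean over all test wells plus 3 SD, cut at about 32% in these data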;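 further: peak over basal fluorescence ratio per well then scaled between controls; 0% = DMSO wells and 100% = acetylcholine at EC100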
CHO-K1 Ca PAM = nonselective activator or artifact in parental CHO-K1 calcium assay | ATP EC20, Fluo-8 calcium fluorescence; 0% at ATP EC20, 100% at ATP max | activation, % at 3 µM | actives 0.02% (n = 360,000);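 active means activation above the run cutoff, the mean activation of all test compounds plus 3 SD, cut at about 40% in these data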;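 further: peak over basal fluorescence ratio in a 140 s read after ATP addition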
M4 PAM = positive allosteric modulators of human muscarinic M4 receptor. CHO-K1 hM4/Gqi5, Fluo-8 calcium fluorescence, ACh EC20; 0% = ACh EC20, 100% = maximal ACh. actives 0.4% (n = 360,000). activation, % at 3 µM;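 active means activation above its plate's cutoff, the mean activation of sample wells plus 3 SD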; further: some results filed as inactive read as strong as hits
M5 ag = agonists of human muscarinic M5 receptor (CHRM5); P08912; CHO-K1 hM5 cells, Fluo-8 calcium fluorescence; 0% DMSO wells, 100% maximal acetylcholine response; activation, % at 3 µM; actives 0.19% (n = 360,000);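 active means activation above the run's mean over test compounds plus 3 SD, cut at about 23% in these data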;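 further: signal is peak over basal fluorescence ratio across the kinetic read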
Target sequence (P08912 whole entry, looked up): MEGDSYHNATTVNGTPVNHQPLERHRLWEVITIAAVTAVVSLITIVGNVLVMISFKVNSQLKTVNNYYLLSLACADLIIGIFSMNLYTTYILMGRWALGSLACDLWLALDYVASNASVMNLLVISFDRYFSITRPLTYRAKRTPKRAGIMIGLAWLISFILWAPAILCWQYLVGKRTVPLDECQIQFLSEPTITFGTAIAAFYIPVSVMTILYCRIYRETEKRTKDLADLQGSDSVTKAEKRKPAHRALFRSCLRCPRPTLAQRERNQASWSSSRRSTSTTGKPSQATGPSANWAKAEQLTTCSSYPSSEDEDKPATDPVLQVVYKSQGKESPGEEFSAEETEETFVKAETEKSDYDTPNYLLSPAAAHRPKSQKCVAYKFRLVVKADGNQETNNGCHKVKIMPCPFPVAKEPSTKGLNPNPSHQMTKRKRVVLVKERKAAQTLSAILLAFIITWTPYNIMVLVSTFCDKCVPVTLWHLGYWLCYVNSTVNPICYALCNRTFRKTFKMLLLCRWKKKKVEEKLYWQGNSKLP
M1 ag parental = counter-screen for M1 agonists: effect in parental CHO-K1 cells; Fluo-8 calcium fluorescence; scaled to maximal ATP response, vehicle zero; activation, % at 3 µM; actives 0.48% (n = 360,000); AID 602248; in the data active means activation above about 15%;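 further: untransfected CHO-K1 host cells lacking M1 receptor as counterscreen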
CHRM5 antagonist = antagonists of human muscarinic M5 receptor (CHRM5). P08912. CHO-hM5 cells, Fluo-8 calcium fluorescence, ACh EC80. inhibition, % at 3 µM. actives 0.59% (n = 360,000);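 active means inhibition above a per-plate cutoff, the mean of that plate's test compounds plus 3 SD, cut at about 27% in these data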;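 further: 0% = acetylcholine EC80 with DMSO and 100% = DMSO without agonist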
CHRM5 PAM = positive allosteric modulators of human muscarinic M5 receptor; P08912; CHO-K1 hM5, Fluo-8 calcium, ACh EC20 PAM; 0% = ACh EC20, 100% = ACh EC100; activation, % at 3 µM; actives 0.3% (n = 360,000); AID 624038;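 active means activation above the run cutoff, the mean activation of all test compounds plus 3 SD, cut at about 18% in these data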
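System – CHO-K1 hM5 cells · Compound – 3 µM, single dose · Incubation – compound preincubation 140 s before EC20 acetylcholine addition · Technique – Fluo-8 calcium fluorescence · Measure – Max/basal fluorescence ratio as % of EC20–EC100 ACh window · Benchmarks – low control EC20 acetylcholine (0%), high control EC100 acetylcholine (100%) · Replication – singlicate, one well per test compound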
CHO-K1 Ca antag = M1 antagonist counterscreen hit in parental CHO-K1 cells. ATP-induced calcium, Fluo-8 fluorescence. inhibition, % at 3 µM. actives 0.6% (n = 360,000). AID 602250;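 active means inhibition above a per-plate cutoff, the plate's mean sample inhibition plus 3 SD, cut at about 24% in these data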;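 further: 0% = DMSO plus EC80 ATP and 100% = DMSO alone without ATP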
Active calls of the source: *; & = joins results of further samples.

SMILES	M4 antag	CHRM4 agonist	CHO-K1 Ca PAM	M4 PAM	M5 ag	M1 ag parental	CHRM5 antagonist	CHRM5 PAM	CHO-K1 Ca antag
COc1ccc(-n2nnnc2/C=C\Nc2ccc(C)cc2)cc1	-2	0	16	-13	5	-0.3	-6	10	-11
Cc1n[nH]c(=O)c2c(NC(=O)CSc3ccccc3F)oc(C)c12	-7	10	-24	-2	6	3.1	0	-10	8
O=S(=O)(c1ccc2nc(COc3ccccc3)[nH]c2c1)N1CCOCC1	22	3	-3	18	-2	1.3	19	-1	2
O=C(CCCCCN1C(=O)c2ccccc2C1=O)Nc1ccccc1	8	6	18	4	4	6.8	-4	-3	-33
O=S(=O)(c1ccccc1)c1cnc(-c2cccnc2)nc1-c1ccccc1	-2	0	-6	9	-3	0.2	9	-6	14
Cc1cc(C)c(OCC(=O)OC(C)C(=O)NC2CC2)c(C)c1 (stereo unspecified)	4	2	-14	-1	-2	12	-3	0	17
CN(C)NC(=S)Nc1cccc(C(F)(F)F)c1	-5	0	6	-2	-1	0.0	2	5	3
COc1ccc(-c2nc(CS(=O)CC(=O)NC3CCCC(C)C3C)c(C)o2)cc1OC (stereo unspecified)	7	1	5	-5	-3	1.0	11	-1	-10
CCCC(C)C(=O)Nc1ccc(F)c(Cl)c1 (stereo unspecified)	-3	2	6	1	-7	6.8	6	1	-10
COc1ccccc1CNC(=O)C(NS(=O)(=O)c1ccc2c(c1)oc(=O)n2C)C(C)C (stereo unspecified)	-29	1	11	14	-2	0.7	-6	-2	-8
Cc1noc(C)c1C(=O)OCC(=O)Nc1cccc(S(N)(=O)=O)c1	-1	0	9	6	0	0.1	1	5	6
COCCNC(=O)C(=O)NCCN1CCNCC1	5	0	-6	2	-2	-0.3	1	9	4
CC(C)C[C@@H](CNCC(=O)[C@H](Cc1ccccc1)NC(=O)c1[nH]cnc1C(=O)N[C@@H](C)CN)NC(=O)c1nc[nH]c1C(=O)N[C@@H](C)C(=O)O	-10	0	-14	0	1	0.2	4	0	13
COc1cccc(/C=N/n2c(SC)nnc2-c2ccccc2)c1O	12	1	18	5	3	1.6	4	0	-8
CCC(O)C1CCN(C(=O)c2ccc(OC3CCN(Cc4ccccn4)CC3)cc2)CC1 (stereo unspecified)	-6	1	5	-4	-10	0.8	-7	0	-13
CCCCN(CC)CCCNC(=O)c1cn(CC)c2ccc(S(=O)(=O)N3CCc4ccccc4C3)cc2c1=O	5	0	7	-16	-9	-1.0	-8	-2	-12
Nn1c(SCC(=O)Nc2ccc(S(N)(=O)=O)cc2)nnc1C(F)(F)F	0	1	-5	12	1	0.0	4	8	-11
Cc1noc(NS(=O)(=O)c2ccc(N/C=C/C(=O)c3cccnc3)cc2)c1C	4	0	5	10	1	0.4	4	-2	-5
CCOC(=O)C1=C(C)NC(=S)N(C(C)=O)C1c1ccc(OC)c(OC)c1 (stereo unspecified)	8	1	-22	-6	2	1.0	-10	2	6
COc1ccc(-c2ccc(-c3nc4ccc(C)cn4c3NC3CCCCC3)cc2OC)cc1	19&2	-2&0	4&11	-6&-6	3&-1	1.1&0.6	12&-4	-6&-4	-16&-23
CC(Oc1ccc(F)cc1)C(=O)Nc1cc(S(=O)(=O)N2CCOCC2)ccc1N1CCCC1 (stereo unspecified)	-18	0	14	6	-5	-0.1	-3	2	-6
CC1(C(=O)Nc2ccccc2Cc2ccccc2)CCN1Cc1ccccc1Cl (stereo unspecified)	0	-1	-6	-4	-1	-0.5	-8	-2	-8
O=C(Nc1cccc(C(=O)Nc2ccc(F)cc2F)c1)c1ccccc1	-10	4	8	4	-2	1.9	-2	0	-6
COCCSc1ccccc1C(=O)NCc1ccc2c(c1)OCO2	2	3	11	1	1	1.4	0	-3	-9
CCOC(=O)c1c(-c2ccc(C)cc2)csc1NC(=O)c1ccc(N2C(=O)CCC2=O)cc1	3	0	-5	3	2	0.4	0	-1	11

Later entries
SMILES	M4 antag	CHRM4 agonist	CHO-K1 Ca PAM	M4 PAM	M5 ag	M1 ag parental	CHRM5 antagonist	CHRM5 PAM	CHO-K1 Ca antag
CO/N=C/c1ccc(Oc2ccc(C)cc2)c([N+](=O)[O-])c1	-3	-2	16	-4	-4	1.7	2	2	-8
O=C1CC(N2CCOCC2)C(=O)N1c1ccccc1Cl (stereo unspecified)	-2	0	0	14	0	-0.1	-6	14	-1
COc1ccc(N2CCN(C(=O)C3CCN(S(=O)(=O)c4ccc(C)cc4)CC3)CC2)cc1	3	3	13	-6	-1	1.6	10	-3	-1
CCOc1cc(S(=O)(=O)Nc2ccc(Cl)cn2)ccc1F	-4	2	-5	6	0	0.1	13	0	12
CCCC(=O)NC(c1ccc(C)cc1)c1ccc2cccnc2c1O (stereo unspecified)	-1	2	6	-3	-1	1.0	4	-3	-6
CCCC(c1nnnn1CCOC)N1CCN(c2nc3ccccc3s2)CC1 (stereo unspecified)	3	2	12	7	-1	0.7	6	-5	-2
Cc1ccccc1Oc1ccc(S(=O)(=O)NCCC(=O)O)cc1	7	1	3	10	0	0.1	-8	4	3
CC(C)(CSc1ncccn1)NS(=O)(=O)c1ccccc1	-5	2	23	3	-2	0.9	-1	1	-16
CC(C)CCNC(=O)NC(=O)CSc1ccc(S(=O)(=O)N2CCOCC2)cn1	-6	3	-1	7	2	1.5	-6	-4	-1
N/C(=N\c1nc2c(c(=O)[nH]1)CCC2)Nc1ccccc1	0	0	20	4	-1	-0.4	1	-1	-2
COc1cc(C(=O)NCc2ccc(C)cc2)ccc1OCc1c(C)noc1C	3	1	17	1	-3	0.8	3	5	-8
CCCCOC(=O)c1ccc(NC(=O)c2cc(Cl)ccc2OC)cc1	4	0	19	-3	-2	0.2	8	-4	-11
COc1ccc(C(=O)N2CCCC(O)C2)cc1OC1CCN(C(C)C)CC1 (stereo unspecified)	7	0	5	-2	-6	0.8	4	-2	-11
CCOC(=O)n1c(SCC(=O)N(CC)CC)nc2ccccc21	-8	1	-2	8	-3	0.3	-2	-2	8
Cc1cc(Cl)ccc1NC(=O)CCN1C(=O)C2CCCCC2C1=O (stereo unspecified)	3	2	7	10	1	5.8	5	0	8
Cc1ccc(S(=O)(=O)CCNC(=O)Cc2ccc(Cl)cc2)cc1	6	1	-11	3	-2	-0.5	7	2	15
NC(=S)NNC(=S)Nc1ccccc1	6	1	-12	15	0	-0.5	7	-2	18
COc1ccc(C(=O)N2CCCC(C(=O)N3CCN(c4ccccc4)CC3)C2)cc1 (stereo unspecified)	4	1	14	4	-2	0.8	7	2	-1
CCN(CC)C(=O)C1CC(=O)OC12CCCCC2 (stereo unspecified)	0	0	23	1	-1	1.1	5	-3	-25
Cc1nn2c(c1-c1ccc(Cl)cc1)N=C(c1ccco1)CC2c1ccccc1 (stereo unspecified)	9	4	-1	5	-1	0.9	9	-3	-9
O=C(COc1ccc(Br)cc1Cl)Nn1cnnc1	-6	1	9	-1	-3	0.2	-15	0	2
COc1ccc(C)cc1S(=O)(=O)N(C)CC(=O)N1CCCC1	8	1	-3	-7	-1	0.3	-2	10	-5
Cc1ccnc(NS(=O)(=O)c2ccc(NC(=O)COc3ccccc3)cc2)n1	3	1	-9	0	2	0.1	5	5	-1
COC(=O)c1[nH]c2cc(OC)c(OC)cc2c1NC(=O)c1cccc(OC)c1	-8	7	12	0	4	2.1	-2	-6	-6
CCN=C1SC(CC(=O)Nc2sc(C)c(C)c2C(=O)OC)C(=O)N1CC (stereo unspecified)	7	0	15	16	0	0.3	-1	1	-2

Single records (already shown):
CCN=C1SC(CC(=O)Nc2sc(C)c(C)c2C(=O)OC)C(=O)N1CC (stereo unspecified) across the screens: M4 antag = 7; CHRM4 agonist = 0; CHO-K1 Ca PAM = 15; M4 PAM = 16; M5 ag = 0; M1 ag parental = 0.3; CHRM5 antagonist = -1; CHRM5 PAM = 1; CHO-K1 Ca antag = -2
CCCC(c1nnnn1CCOC)N1CCN(c2nc3ccccc3s2)CC1 (stereo unspecified) across the screens: M4 antag = 3; CHRM4 agonist = 2; CHO-K1 Ca PAM = 12; M4 PAM = 7; M5 ag = -1; M1 ag parental = 0.7; CHRM5 antagonist = 6; CHRM5 PAM = -5; CHO-K1 Ca antag = -2

Going on with the list:
SMILES	M4 antag	CHRM4 agonist	CHO-K1 Ca PAM	M4 PAM	M5 ag	M1 ag parental	CHRM5 antagonist	CHRM5 PAM	CHO-K1 Ca antag
Cc1cccc(NC(=O)CCN2C(=O)c3ccccc3C2=O)n1	0	2	19	-2	3	1.4	3	-1	-21
O=C(/C=N/O)Nc1ccccc1	6	0	7	6	-1	0.9	-1	-2	-5
CCOC(=O)C1=C(C)N=c2s/c(=C\c3ccc(OCC(=O)O)cc3)c(=O)n2C1c1ccccc1 (stereo unspecified)	6	0	9	-3	3	-0.2	-10	-1	-4
CC1(C)C2([N+](=O)[O-])CN3CC1([N+](=O)[O-])CN(C2)C3c1ccc(O)c(O)c1 (stereo unspecified)	-4	1	2	0	7	1.8	15	-2	-5
Cc1nn(-c2ccccc2)c(C)c1C(=O)OCC(=O)N1CC(=O)Nc2ccccc21	-1	2	13	-6	-7	1.2	-3	-10	9
CCOCCCNC(=O)/C(C#N)=C/c1ccccc1F	2	1	7	-5	2	1.0	4	1	-22
CN1CCC(N(C)C(=O)c2cc(S(=O)(=O)N3CCOCC3)ccc2Cl)CC1	1	1	12	-3	-1	0.8	0	1	-4
CC1CC(=O)NC(=O)N1Cc1ccccc1 (stereo unspecified)	-12	1	14	6	1	1.1	-1	4	-14

Exported with values under each structure: entries from further up.
Order of values – M4 antag	CHRM4 agonist	CHO-K1 Ca PAM	M4 PAM	M5 ag	M1 ag parental	CHRM5 antagonist	CHRM5 PAM	CHO-K1 Ca antag
- CO/N=C/c1ccc(Oc2ccc(C)cc2)c([N+](=O)[O-])c1
  -3	-2	16	-4	-4	1.7	2	2	-8
- O=C1CC(N2CCOCC2)C(=O)N1c1ccccc1Cl (stereo unspecified)
  -2	0	0	14	0	-0.1	-6	14	-1
- COc1ccc(N2CCN(C(=O)C3CCN(S(=O)(=O)c4ccc(C)cc4)CC3)CC2)cc1
  3	3	13	-6	-1	1.6	10	-3	-1
- CCOc1cc(S(=O)(=O)Nc2ccc(Cl)cn2)ccc1F
  -4	2	-5	6	0	0.1	13	0	12
- CCCC(=O)NC(c1ccc(C)cc1)c1ccc2cccnc2c1O (stereo unspecified)
  -1	2	6	-3	-1	1.0	4	-3	-6
- CCCC(c1nnnn1CCOC)N1CCN(c2nc3ccccc3s2)CC1 (stereo unspecified)
  3	2	12	7	-1	0.7	6	-5	-2
